CHRM1 antagonist: blocks human M1 muscarinic receptor. P11229. CHO-K1 hM1, Fluo-8 calcium fluorescence, ACh EC80 antagonist. inhibition, % at 3 µM. 1.3% of 360,000 active. AID 588852;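 active = percent inhibition above its own plate's cutoff, namely the mean of that plate's compound wells plus 3 SD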;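 note: peak over basal fluorescence ratio during 140 s after agonist addition; 0% = ACh EC80 plus DMSO and 100% = DMSO alone without agonist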
Target sequence (P11229 whole entry, looked up): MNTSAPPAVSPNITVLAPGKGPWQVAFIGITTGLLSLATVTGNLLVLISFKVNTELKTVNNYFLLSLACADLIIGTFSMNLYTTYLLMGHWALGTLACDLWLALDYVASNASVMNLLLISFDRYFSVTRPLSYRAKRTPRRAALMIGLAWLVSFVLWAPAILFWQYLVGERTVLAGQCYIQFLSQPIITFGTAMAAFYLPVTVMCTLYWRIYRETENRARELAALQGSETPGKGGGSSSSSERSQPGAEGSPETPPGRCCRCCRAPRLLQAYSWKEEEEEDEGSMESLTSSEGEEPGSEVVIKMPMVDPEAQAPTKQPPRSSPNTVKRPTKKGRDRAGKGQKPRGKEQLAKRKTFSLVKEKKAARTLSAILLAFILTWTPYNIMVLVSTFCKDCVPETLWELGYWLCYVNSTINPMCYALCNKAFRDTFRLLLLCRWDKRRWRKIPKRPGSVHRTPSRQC
TAAR1 antag: antagonists of human TAAR1; Q96RJ0; CHO RD-HGA16 TAAR1, Fluo-8 calcium fluorescence, antagonist; inhibition, % at 3 µM; 1.5% of 360,000 active; AID 624466;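 active = inhibition above a per-plate cutoff, the mean inhibition of test compounds on that plate plus 3 SD, cut at about 49% in these data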;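 note: 0% = DMSO plus EC80 beta-PEA response and 100% = DMSO alone without agonist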
Target sequence (Q96RJ0 whole entry, looked up): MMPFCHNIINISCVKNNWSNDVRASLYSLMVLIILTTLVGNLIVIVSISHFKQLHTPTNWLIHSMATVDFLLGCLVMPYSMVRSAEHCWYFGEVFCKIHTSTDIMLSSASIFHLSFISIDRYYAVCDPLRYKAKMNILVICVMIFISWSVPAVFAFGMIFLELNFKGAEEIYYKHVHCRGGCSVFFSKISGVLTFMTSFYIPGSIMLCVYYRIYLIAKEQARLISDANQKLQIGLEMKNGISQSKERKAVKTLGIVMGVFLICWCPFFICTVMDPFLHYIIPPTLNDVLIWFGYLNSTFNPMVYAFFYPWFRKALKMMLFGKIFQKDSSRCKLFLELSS
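Test system: CHO RD-HGA16 cells bearing hTAAR1 | Reagent: β-PEA, EC80 | Compound dosing: 3 µM, single point | Schedule: Dye loading 75 min at 37 °C, then 30 min room temperature | Signal: Calcium fluorescence with Fluo-8 | Evaluation: Percent inhibition of PEA-evoked calcium signal, max/basal emission ratio | Control set: DMSO-only wells and EC80 β-PEA-stimulated wells | Repeats: Singlicate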
CHO-K1 Ca PAM: counter-screen for M1 PAMs: effect in parental CHO-K1 cells; activation, % at 3 µM; 0.02% of 360,000 active; AID 602247; ATP EC20, Fluo-8 calcium fluorescence; 0% at ATP EC20, 100% at ATP max;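 active = activation above the run cutoff, the mean activation of all test compounds plus 3 SD, cut at about 40% in these data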;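 note: peak over basal fluorescence ratio in a 140 s read after ATP addition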
CHO-K1 Ca antag: nonselective inhibitor or artifact in parental CHO-K1 cells | 0.6% of 360,000 active | ATP-induced calcium, Fluo-8 fluorescence | inhibition, % at 3 µM | AID 602250;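 active = inhibition above a per-plate cutoff, the plate's mean sample inhibition plus 3 SD, cut at about 24% in these data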;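 note: 0% = DMSO plus EC80 ATP and 100% = DMSO alone without ATP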
CHRM1 PAM: potentiates human M1 receptor response to acetylcholine; P11229; CHO-K1 hM1, Fluo-8 calcium fluorescence, ACh EC20; 0% = ACh EC20, 100% = maximal ACh; activation, % at 3 µM; 0.088% of 360,000 active; in the data active = activation above about 19%, passing the limit was not always enough
TAAR1 ag: human TAAR1 agonism; Q96RJ0; CHO RD-HGA16 TAAR1, Fluo-8 calcium fluorescence; vehicle wells 0%, saturating PEA agonist 100%; activation, % at 3 µM; 0.99% of 360,000 active; AID 624467;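 active = activation above the mean activation of all test compounds in the run plus 3 SD, cut at about 38% in these data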
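System: CHO-derived RD-HGA16 cells with stable Gα16 and human TAAR1 / Times: 17-24 h plating, Fluo-8 75 min 37 °C, 30 min RT / Technique: calcium-sensitive Fluo-8 signal, excitation 470-495, emission 515-575 nm / Measure: % activation relative to PEA EC100 response / Benchmarks: DMSO and PEA EC100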
CHO-K1 Ca ag: counter-screen for M1 agonists: effect in parental CHO-K1 cells; Fluo-8 calcium fluorescence; scaled to maximal ATP response, vehicle zero; activation, % at 3 µM; 0.48% of 360,000 active; AID 602248; in the data active = activation above about 15%;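 note: untransfected CHO-K1 host cells lacking M1 receptor as counterscreen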
CHRM1 agonist: activates human CHRM1 receptor. activation, % at 3 µM. CHO-K1 hM1, Fluo-8 calcium fluorescence, agonist mode; 0% DMSO, 100% acetylcholine EC100. AID 588814. 0.33% of 360,000 active;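 active = activation above the run's mean compound activation plus 3 SD, cut at about 16% in these data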;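 note: peak over basal fluorescence ratio within a 140 s kinetic read after compound addition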
CHO parental Ca: counter-screen: ATP calcium response change in parental CHO cells | inhibition, % at 5.6 µM | 0.63% of 330,000 active | parental CHO-K1, ATP-induced calcium, Fluo-8 fluorescence | AID 463079;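 active = inhibition above that plate's mean sample inhibition plus 3 SD, cut at about 26% in these data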;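 note: 0% = ATP-challenged DMSO wells and 100% = DMSO wells without ATP; some compounds past the cut are filed as inactive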
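material = parental CHO cells | also added = ATP as calcium-mobilizing challenge | dosing = single point at 5.6 µM | detection = intracellular calcium via Fluo-8 no-wash fluorescent dye | read-out = % inhibition | benchmarks = low control ATP plus DMSO, high control DMSO only | repeats = one well per compound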
Starred values were filed as active, the others as inactive; nt = no result given.

1	CN(C)CCCNC(=O)C[C@H]1C[C@H](C(=O)N2CCCCC2)[C@@]2(CCc3ccccc3)c3[nH]c4cc(-c5ccco5)ccc4c3CCN2C1=O
2	CC(C)(C)c1nc2ccc(NS(=O)(=O)c3ccc(F)c(F)c3F)cc2[nH]1
3	O=C1c2ccccc2NC(c2ccccc2)N1/N=C/c1ccccc1 (stereo not drawn)
4	COCCNC(=S)NCCCNc1nc2cc3c(cc2cc1C#N)OCO3
5	Cc1ccc(NC(=S)N(Cc2ccc(Cl)cc2)Cc2ccc(C(=O)O)cc2)cc1Cl
6	COC(=O)c1cc(OC)c(OC)cc1NC(=S)N1CCOCC1
7	COc1cc(CC(=O)OCn2nnc3ccccc3c2=O)cc(OC)c1OC
8	COc1ccc(N(CC(=O)NC2CCCC2)C(=O)CCC(=O)Nc2nc(C)cs2)cc1OC
assay / compound,1,2,3,4,5,6,7,8
CHRM1 antagonist,-1,0,-6,-4,-3,2,-7,7
TAAR1 antag,3,-18,-21,-4,5,-13,-29,-9
CHO-K1 Ca PAM,16,-7,29,0,3,-17,15,-1
CHO-K1 Ca antag,-3,-11,-22,-8,-2,-2,-16,-4
CHRM1 PAM,-8,-2,0,9,12,2,10,0
TAAR1 ag,2,10,3,7,8,0,2,5
CHO-K1 Ca ag,0.3,1.4,0.8,0.1,-0.6,0.1,2.2,0.5
CHRM1 agonist,-9,-6,-5,-7,-12,-2,1,-3
CHO parental Ca,1,-6,-15,-14,12,nt,-12,-10

9	CCOCCCNC(=O)N1CCOCC1
10	Cc1onc(-c2c(Cl)cccc2Cl)c1C(=O)NCCCN1CCOCC1
11	O=C(CN(c1cccc(Cl)c1)S(=O)(=O)c1ccc(Cl)cc1)N1CCc2ccccc2C1
12	COc1ccc(NC(=O)N2CCCC(C(=O)Nc3cccc(C)c3C)C2)cc1 (stereo not drawn)
13	COc1cc(C(=O)N[C@H](C(=O)NC2CCCc3ccccc32)C(C)C)cc(OC)c1OC (stereo partly drawn)
14	Cc1ccc(S(=O)(=O)NCC(=O)OC(C)C(=O)c2ccccc2)cc1 (stereo not drawn)
15	Cn1nc2sc3ccccc3n2c(=O)c1=O
16	COCCNC(=O)C/C(C)=N/NC(=O)C(=O)NC1CCCCC1
assay / compound,9,10,11,12,13,14,15,16
CHRM1 antagonist,11,-4,-11,-10,-14,3,-15,6
TAAR1 antag,-1,12,-7,-8,3,-12,-22,-6
CHO-K1 Ca PAM,-4,17,13,-6,-11,-30,20,20
CHO-K1 Ca antag,-2,-10,-2,-15,-8,7,-15,2
CHRM1 PAM,-3,3,8,7,3,7,9,2
TAAR1 ag,9,5,4,-2,12,0,0,-2
CHO-K1 Ca ag,-0.2,0.4,1.2,0.7,0.9,0.5,1.1,4.2
CHRM1 agonist,-3,-6,-8,-3,-4,-1,-3,-9
CHO parental Ca,4,-6,-24,-12,-22,1,-5,-16

17	NC(=O)COc1ccc2c3c(c(=O)oc2c1)CCCCC3
18	Cc1cccc([C@@H]2[C@@H]3C(=O)N(Cc4ccccc4)C(=O)[C@@H]3[C@]3(Cc4ccccc4)C(=O)N(c4cccc(Cl)c4)C(=O)N23)c1
19	COc1ccccc1C(=O)N/C(=N/c1nc(C)cc(C)n1)Nc1ccccc1
20	COc1ccccc1OCCN(C#N)c1nc(N(C)C)nc(N(C)C)n1
21	CN1C(=O)c2oc3ccccc3c(=O)c2C1c1ccncc1 (stereo not drawn)
22	COc1ccc(NC(C)=O)cc1NC(=O)CCn1c(=O)sc2ccccc21
23	COc1ccc(NC(=O)CSc2nnc(-c3ccncc3)o2)c(OC)c1
24	O=c1c2ccccc2nc(COc2ccccc2)n1/N=C/c1ccc(O)c(O)c1
assay / compound,17,18,19,20,21,22,23,24
CHRM1 antagonist,-16,25,-12,10,-8,-7,-9,27
TAAR1 antag,nt,10,-20,-8,nt,5,1,68*
CHO-K1 Ca PAM,8,13,-4,-8,18,11,7,-1
CHO-K1 Ca antag,-5,-16,0,-3,-16,-11,-5,1
CHRM1 PAM,10,-6,10,4,3,9,4,-12
TAAR1 ag,nt,13,4,1,nt,9,1,10
CHO-K1 Ca ag,0.8,2.1,0.3,1.3,0.3,0.6,0.9,4.2
CHRM1 agonist,-4,-6,-2,-1,3,2,-3,-1
CHO parental Ca,-2,-10,-16,-17,10,-4,-14,-13

25	O=c1[nH]c(CSc2ncn[nH]2)nc2ccccc12
26	CC1(C)c2ccccc2N2CC(=O)NC21/C=C/c1ccco1 (stereo not drawn)
27	Cc1nnc(SCc2cccc(Oc3ccccc3)c2)n1N
28	Cc1cc(C)n2nc(C(=O)OCC(=O)Nc3cc(Cl)ccc3C)nc2n1
29	O=c1c2c3c(sc2ncn1Cc1ccc(F)cc1)CCC3
30	Fc1ccc(CN(Cc2ccccc2)C(c2cccs2)c2nnnn2C2CCCCC2)cc1 (stereo not drawn)
31	COC(=O)c1cc(CNC(=O)c2ccc(N3CCCC3)c([N+](=O)[O-])c2)ccc1OC
32	CC(OC(=O)Cn1cc(C(F)(F)F)ccc1=O)C(=O)N(C)c1ccccc1 (stereo not drawn)
assay / compound,25,26,27,28,29,30,31,32
CHRM1 antagonist,-19,-6,-2,1,-7,-27,-15,-17
TAAR1 antag,-23,-3,-20,12,-8,-5,-9,-9
CHO-K1 Ca PAM,16,12,0,8,19,7,5,17
CHO-K1 Ca antag,-20,-1,2,6,-4,-7,-11,-8
CHRM1 PAM,13,6,5,3,6,3,12,9
TAAR1 ag,42*,10,11,-2,3,1,0,6
CHO-K1 Ca ag,1.2,1.0,0.8,-0.2,-0.2,-0.3,1.0,-0.1
CHRM1 agonist,-6,-3,-6,-1,-3,-3,-3,0
CHO parental Ca,-3,-6,-9,-6,-28,7,-12,-6

33	COC(=O)c1cc(NS(=O)(=O)c2ccc(NCc3cccnc3)c(N)c2)cc(C(=O)OC)c1
34	COc1ccccc1N(C(C)=O)c1nc(C)cc(C)c1C#N
35	CCOC(=O)c1cnc(SCC(=O)Nc2sc(C)c(C)c2C#N)nc1N
36	Cc1ccc(C)c(NC(=O)C2CC=CCC2C(=O)O)c1 (stereo not drawn)
37	CC(C)C(NC(=O)CSc1ccc(Cl)cc1)C(C)C
38	CC(NCC(=O)Nc1cc(S(=O)(=O)N2CCOCC2)ccc1Cl)c1ccc(Cl)cc1Cl (stereo not drawn)
39	COc1ccc(C(=O)c2nccc3ccccc23)cc1
40	N#C/C(=C(/O)COC(=O)COc1cccc(Br)c1)c1nc2ccccc2[nH]1
assay / compound,33,34,35,36,37,38,39,40
CHRM1 antagonist,-1,-16,-9,-5,6,14,2,7
TAAR1 antag,-8,-5,1,-10,-28,7,-6,-13
CHO-K1 Ca PAM,11,1,-2,12,24,-9,-16,8
CHO-K1 Ca antag,3,12,1,-2,-9,8,8,-5
CHRM1 PAM,6,5,4,-8,-2,-7,1,-3
TAAR1 ag,1,13,10,8,4,1,-1,6
CHO-K1 Ca ag,0.3,4.8,-0.1,0.2,0.9,4.2,0.2,2.5
CHRM1 agonist,-7,1,-3,-3,-9,-1,-5,-3
CHO parental Ca,-16,-7,0,-6,-22,10,-6,3

41	COc1ccccc1-n1cc(-c2ccc(Cl)cc2)[nH]c1=O
42	O=C(Nc1nnc(-c2ccco2)o1)c1ccc(Br)s1
43	CCOc1ccc(C(=O)N/N=C/c2cccc3cccnc23)cc1
44	CCOC(=O)CSc1ccc2nnc(-c3ccncc3)n2n1
45	CCOC(=O)c1csc(NNC=O)n1
46	Fc1c(F)c(-n2nnc3ccccc32)c(F)c(F)c1Cl
47	CCc1nnc(NS(=O)(=O)c2ccc(NS(=O)(=O)c3ccccc3)cc2)s1
48	CSc1cccc(NC(=O)C2CCN(C(=O)c3ccccc3C)CC2)c1
assay / compound,41,42,43,44,45,46,47,48
CHRM1 antagonist,3,-2,-1,-2,-3,-5,-3,-2
TAAR1 antag,-24,3,5,-9,-12,-14,-9,17
CHO-K1 Ca PAM,-3,-4,17,18,13,-5,-1,17
CHO-K1 Ca antag,9,-2,-16,-6,-4,-6,0,-5
CHRM1 PAM,3,2,-3,5,6,2,3,8
TAAR1 ag,4,0,9,1,1,1,2,5
CHO-K1 Ca ag,-0.4,-0.8,1.9,1.2,0.1,-0.6,-0.1,2.7
CHRM1 agonist,-1,-3,0,-2,-4,-1,-3,-5
CHO parental Ca,-9,nt,-32,1,-4,-6,1,-7

By substructure, the compounds so far containing a thiophene ring, fused or not
29	O=c1c2c3c(sc2ncn1Cc1ccc(F)cc1)CCC3
30	Fc1ccc(CN(Cc2ccccc2)C(c2cccs2)c2nnnn2C2CCCCC2)cc1 (stereo not drawn)
35	CCOC(=O)c1cnc(SCC(=O)Nc2sc(C)c(C)c2C#N)nc1N
42	O=C(Nc1nnc(-c2ccco2)o1)c1ccc(Br)s1
assay / compound,29,30,35,42
CHRM1 antagonist,-7,-27,-9,-2
TAAR1 antag,-8,-5,1,3
CHO-K1 Ca PAM,19,7,-2,-4
CHO-K1 Ca antag,-4,-7,1,-2
CHRM1 PAM,6,3,4,2
TAAR1 ag,3,1,10,0
CHO-K1 Ca ag,-0.2,-0.3,-0.1,-0.8
CHRM1 agonist,-3,-3,-3,-3
CHO parental Ca,-28,7,0,nt

The list goes on:
49	CC1(C)Cc2c(sc3nc(NCCN4CCOCC4)n4ncnc4c23)CO1
50	COc1ccc(NC(=S)N2CCN(c3ccc([N+](=O)[O-])cc3)CC2)cc1OC
51	COCCn1nnnc1C(c1ccccn1)N1CCN(c2cc(Cl)ccc2C)CC1 (stereo not drawn)
52	NC(Cc1ccc(C(F)(F)F)cc1)c1csc(Nc2ccc(C(=O)c3ccccc3)cc2)n1 (stereo not drawn)
53	Cc1oc2c(c1C(=O)Nc1cccc3ccccc13)CCCC2
54	CN1CCN(c2nc(-c3cccs3)nc3ccccc23)CC1
55	COc1ccccc1C(=O)O/N=C(\N)c1ccccc1Cl
56	CCOc1cc2c(cc1OCC)C(C(=O)O)C(c1cc(Br)c(O)c(OC)c1)N(C)C2=O (stereo not drawn)
57	CCOc1cccc(C(=O)Nc2ccc(N3CCCC3)cc2)c1
58	Cc1cc(OCC(=O)NCC(O)c2ccccc2)c2c(C)c(C)c(=O)oc2c1 (stereo not drawn)
59	Cc1cc(C)nc(Nc2ccc(C(=O)O)cc2)n1
assay / compound,49,50,51,52,53,54,55,56,57,58,59
CHRM1 antagonist,-34,0,-19,4,1,-1,5,-20,-12,10,3
TAAR1 antag,-6,-2,-12,27,26,-2,4,1,-6,-26,9
CHO-K1 Ca PAM,19,-8,15,-4,1,12,-7,17,-16,12,-13
CHO-K1 Ca antag,-12,-5,-6,9,-12,8,5,-8,-3,-18,-2
CHRM1 PAM,4,6,7,9,-6,7,-3,5,1,-2,-9
TAAR1 ag,13,6,7,36,8,2,3,3,-2,-1,4
CHO-K1 Ca ag,0.1,7.8,1.0,0.3,-0.3,1.2,-0.4,0.2,0.2,1.7,-0.3
CHRM1 agonist,-4,0,-3,1,-5,-8,-2,-2,-8,-5,-1
CHO parental Ca,-15,11,-28,nt,-28,-6,-7,1,-27,-27,-7

Screening data: PubChem, The Scripps Research Institute Molecular Screening Center
